# Assay outcomes (PubChem)
# AMA1 RON2 block: inhibitors of Plasmodium falciparum AMA1-RON2 interaction; 360,000 tested, 0.2% active; Potency, µM (series often up to 58.2 µM), inactives show at the top dose activity change, negative = inhibition, actives largely listed as inhibitors; AlphaScreen AMA1-biotinylated RON2 peptide binding;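 also: potency is read from the fitted curve at half-maximal effect; 0% = vehicle wells and -100% = peptide control; nearly all actives have a fitted effect of over 45% in size; some results filed as inactive show a strong effect at the top dose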
#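 AMA1 (3D7) with his tag at 25 nM final met compounds first, then biotinylated RON2 peptide at 25 nM; detection used donor plus acceptor beads, 10 µg/mL apiece, read by AlphaScreen after 30 min at room temperature.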
# Pf growth 48h: inhibits P. falciparum growth in the first generation, 48 h; P. falciparum luciferase growth in erythrocytes, 48 h; 310,000 tested, 5.9% active; Potency, µM (doses to about 28.7 µM), inactives show at the top dose activity change, negative = inhibition, actives largely listed as inhibitors; also: potency is read from the fitted curve at half-maximal effect; % is scaled to controls: 0 for no effect and ±100 for the full control effect
#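 Cell-based growth assay: transgenic P. falciparum expressing firefly luciferase, cultured in red cells within RPMI 1640 containing 0.5% w/v Albumax, 24 mM bicarbonate and gentamycin. A drop in luciferase activity indicates inhibition.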
# TbPYK inhibitor: T. brucei pyruvate kinase inhibition. Q57TT1. TbPYK enzyme, Kinase-Glo Plus ATP luminescence, 45 min. Potency, µM (highest dose often 76.8 µM), inactives show at the top dose activity, negative = inhibition, most hits filed as inhibitors. 410,000 tested, 0.12% active; also: potency is read from the fitted curve at half-maximal effect; % is scaled to controls: 0 for no effect and ±100 for the full control effect; nearly all actives have a fitted effect of over 50% in size
#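 Enzyme and substrate buffer are dispensed first and compound is pin-transferred. ADP at 130 uM final then starts the reaction, which runs 45 min at room temperature. Detection reagent is added for 10 min before luminescence is imaged.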
# Pf growth 96h: inhibits malaria parasite growth, 96 h | P. falciparum luciferase reporter growth, 96 h | Potency, µM (highest dose often 28.7 µM), for inactives: at the top dose activity change, negative = inhibition, actives largely listed as inhibitors | 320,000 tested, 6.9% active | AID 504834; also: potency is read from the fitted curve at half-maximal effect; % is scaled to controls: 0 for no effect and ±100 for the full control effect
#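 Erythrocytes infected with luciferase-expressing P. falciparum were dispensed at 2% hematocrit and 0.05% parasitemia (final), then incubated with compounds 96 hours at 37 C in 5% CO2. Luminescence after detection reagent addition reported growth.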
# Shiga inhibitor: Shiga toxin inhibition | Vero cells, Shiga toxin protein synthesis inhibition reporter | inhibition, % at 38.7 µM | 290,000 tested, 9.2% active | AID 2315; in the data active = inhibition mostly above about 28%, no sharp cut-off; inactive = mostly below about 43%; also: 0% is about no effect
# LmPK inhibitor: LmPK (Leishmania mexicana) enzyme inhibition. purified LmPK, Kinase-Glo ATP luminescence, 1 h. Potency, µM (series often up to 57.5 µM), for the others: at the highest dose activity change, negative = inhibition, actives largely listed as inhibitors. 290,000 tested, 0.37% active; also: potency is read from the fitted curve at half-maximal effect; % is scaled to controls: 0 for no effect and ±100 for the full control effect
# Target sequence (Q27686 whole entry, looked up): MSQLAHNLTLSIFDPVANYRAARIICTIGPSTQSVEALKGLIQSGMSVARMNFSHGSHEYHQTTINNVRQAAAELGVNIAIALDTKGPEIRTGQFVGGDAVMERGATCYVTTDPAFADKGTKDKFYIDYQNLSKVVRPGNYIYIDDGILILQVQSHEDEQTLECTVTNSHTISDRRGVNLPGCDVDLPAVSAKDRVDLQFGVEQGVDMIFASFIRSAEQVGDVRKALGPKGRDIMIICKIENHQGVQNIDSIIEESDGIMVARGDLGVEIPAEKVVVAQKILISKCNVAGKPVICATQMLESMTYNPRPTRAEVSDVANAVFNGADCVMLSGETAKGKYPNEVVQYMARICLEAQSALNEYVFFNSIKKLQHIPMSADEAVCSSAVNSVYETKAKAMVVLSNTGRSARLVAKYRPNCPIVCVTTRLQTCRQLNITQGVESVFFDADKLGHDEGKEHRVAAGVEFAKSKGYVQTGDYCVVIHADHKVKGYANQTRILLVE
#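 Pyruvate kinase activity monitored as ATP production (luciferase luminescence). Conditions: 0.1 nM enzyme, 0.5 mM PEP, 0.1 mM ADP, 1 h, RT; normalized against uninhibited and no-enzyme wells.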
# CHX counter: counter-screen for Shiga toxin inhibitors: cycloheximide protein synthesis inhibition; cell reporter, cycloheximide protein synthesis inhibition counterscreen; max response, %; 300,000 tested, 12% active; in the data active = max response mostly above about 13%, no sharp cut-off; inactive = mostly below about 14%; also: read at 38.3 µM for the half of the compounds with a filed dose; 0% is about no effect
# The depositor's hits bear a star; ? = inconclusive; . = no result given; [ ] = dose if it differs, or a comment. Unless noted, calls follow the shape of the dose curve; as a rule, active = well fitted curve in the direction sought with a large enough effect; inconclusive = small, poorly fitted or top-dose-only effect, or another doubt; inactive = no such curve, though single readings can be large; an effect the other way counts as inactive or inconclusive.
nr	smiles	AMA1 RON2 block	Pf growth 48h	TbPYK inhibitor	Pf growth 96h	Shiga inhibitor	LmPK inhibitor	CHX counter
1	Fc1ccccc1/C=N/n1cnnc1	1%	25%	-1%	5%	-2	0%	-2
2	Cc1c(/C(O)=C2\C(=O)C(=O)N(CCCN(C)C)C2c2ccncc2)cnn1-c1ccccc1 (centres undefined)	.	-7%	.	2%	4	3%	-1
3	CCOC(=O)c1ccc(Oc2nc(N(C)C)nc(N(C)C)n2)cc1	8%	.	1%	?	-8	5%	-2
4	CCCC(=O)Nc1ccc2c(c1)nc(CN1CCN(C(=O)OCC)CC1)n2CC	15%	?	7%	-13%	-5	4%	6
5	CC1(C)CC(=O)c2c(O)cc(OCC(=O)N3CCN(c4ccc(F)cc4)CC3)cc2O1	-7%	?	0%	?	14	1%	9
6	O=c1c2ccccc2nc(Cc2cccc([N+](=O)[O-])c2)n1-c1ccc(O)cc1	-5%	0%	-5%	19%	-3	3%	9
7	Cc1csc(SCC(=O)Nc2ccc(S(=O)(=O)N3CCCC3)cc2)n1	-4%	?	-6%	?	-10	2%	7
8	CC1(C)CC(=O)C/C(=N/NC(=O)COc2ccc3ccccc3c2Br)C1	129%[activator]	?	-4%	?	-25	-6%	1

# (next part)
nr	smiles	AMA1 RON2 block	Pf growth 48h	TbPYK inhibitor	Pf growth 96h	Shiga inhibitor	LmPK inhibitor	CHX counter
9	CCOC(=O)C1CCN(C(=O)COC(=O)CSc2ccc([N+](=O)[O-])cc2)CC1	-16%	3%	4%	-4%	.	.	.
10	CC(=C/c1ccco1)/C=N/NC(=O)c1ccncc1	10%	4%	3%	73%[activator]	22	-9%	-3
11	COc1ccc2nc(N3CCCCC3)c(C#N)cc2c1	20%	?	-5%	14%	124*	-3%	64*
12	CCN(CC)c1ccc(C2CC(=O)Nc3cc(OC)c(OC)cc32)cc1 (centres undefined)	?	?	-1%	0%	-17	4%	-2
13	CN(CC(=O)Nc1ccc(F)cc1)C(=O)c1cccc(S(=O)(=O)N2CCN(c3ccc(F)cc3)CC2)c1	-8%	12µM*	3%	?	.	.	.
14	CCOC(=O)C1=C(COC(=O)c2ccc(OC)c(OC)c2OC)NC(=O)NC1C (centres undefined)	-2%	38%[activator]	-4%	59%[activator]	.	.	.
15	COC(=O)C1=C(C(=O)OC)[C@@H]2N(C)c3ccc(OC)cc3[C@@]23C[C@@H](C(=O)OC)N=C3N1	0%	58%[activator]	1%	25%	-1	0%[11.5 µM]	-5
16	Cc1cc(C)n(-c2ccc(C(=O)OCC(=O)c3c(N)n(C)c(=O)n(C)c3=O)cc2)n1	-15%	-7%	-2%	2%	-5	0%	1

# Other results
nr	smiles	AMA1 RON2 block	Pf growth 48h	TbPYK inhibitor	Pf growth 96h	Shiga inhibitor	LmPK inhibitor	CHX counter
17	CC(=O)c1c(C)[nH]c(C(=O)OCC(=O)NCc2ccc3c(c2)OCO3)c1C	-1%	-24%	0%	?	.	.	.
18	COc1ccccc1C(=O)Nc1ccnn1C1CCN(C(=O)c2cnsn2)CC1	-13%	1%	-1%	?	18	-7%	17
19	COc1ccc2nc(SCC(=O)O)nc(C)c2c1	0%	3%	-8%	50%[activator]	9	-7%	7
20	CC(C)(C)NS(=O)(=O)c1ccc(N2C(=O)c3ccccc3C2=O)cc1	-12%	.	.	-13%	-6	2%	-4
21	COc1ccccc1-c1oc2ccccc2c1C#CC(C)(C)O	-7%	?	4%	?	.	.	.
22	Cc1[nH]c2ccccc2c1/C=N/NC(=O)c1cccc(S(=O)(=O)Nc2cccc(C(F)(F)F)c2)c1	20%	-11%	1%	-4%	22	-1%	-3
23	O=C(NN1C(=O)NC2(CCCCC2)C1=O)c1cc2ccccc2o1	-5%	6%	-1%	?	.	.	.
24	COc1cccc(CNC(=O)C2CCN(S(=O)(=O)c3ccccc3)CC2)c1	0%	-11%	4%	18%	-3	3%	-5

# Following part.
nr	smiles	AMA1 RON2 block	Pf growth 48h	TbPYK inhibitor	Pf growth 96h	Shiga inhibitor	LmPK inhibitor	CHX counter
25	CCN(CC(=O)Nc1ccccc1OC)CC(=O)Nc1c(Cl)ccc(C)c1Cl	65%[activator]	?	0%	?	-2	4%	10
26	Cc1cc(/C=C2\C(=N)N3N=C(CC(=O)N4CCOCC4)SC3=NC2=O)c(C)n1Cc1ccccc1	-3%	0%	-2%	0%	21	3%	1
27	COC(=O)Cn1c(N2CCCC2)nc2c1c(=O)n(C)c(=O)n2C	-8%	0%	-5%	15%	-15	6%	-4
28	CCc1ccccc1NC(=O)c1cccs1	-4%	40%[activator]	-12%	80%[activator]	-12	-1%	-2
29	CC(NC(=O)Cc1ccccc1)C(c1ccccc1)N1CCOCC1 (centres undefined)	0%	-7%	-2%	9%	-1	5%	11
30	Cc1ccc(Cl)cc1N1CCN(S(=O)(=O)c2cn(C)cn2)CC1	-4%	3%	-1%	?	-7	-3%	-9
31	C=CCC(C)(NCc1ccccc1)c1ccc(C)cc1 (centres undefined)	-11%	7%	-8%	46%[activator]	-18	0%	-2
32	CCc1nnc(NC(=O)c2ccc(OC)c(S(=O)(=O)N3CCCC3)c2)s1	-13%[11.6 µM]	?	2%	?	.	.	.

# Laid out differently: 4 of the compounds above
27) COC(=O)Cn1c(N2CCCC2)nc2c1c(=O)n(C)c(=O)n2C
28) CCc1ccccc1NC(=O)c1cccs1
29) CC(NC(=O)Cc1ccccc1)C(c1ccccc1)N1CCOCC1 (centres undefined)
30) Cc1ccc(Cl)cc1N1CCN(S(=O)(=O)c2cn(C)cn2)CC1
assay / compound | 27 | 28 | 29 | 30
AMA1 RON2 block | -8% | -4% | 0% | -4%
Pf growth 48h | 0% | 40%[activator] | -7% | 3%
TbPYK inhibitor | -5% | -12% | -2% | -1%
Pf growth 96h | 15% | 80%[activator] | 9% | ?
Shiga inhibitor | -15 | -12 | -1 | -7
LmPK inhibitor | 6% | -1% | 5% | -3%
CHX counter | -4 | -2 | 11 | -9

# (continued)
nr	smiles	AMA1 RON2 block	Pf growth 48h	TbPYK inhibitor	Pf growth 96h	Shiga inhibitor	LmPK inhibitor	CHX counter
33	O=C(c1cc([N+](=O)[O-])ccc1Cl)N1CCN(Cc2ccccc2)CC1	-6%	-19%	0%	?	13	-5%	-1
34	O=C(NCc1ccc(F)cc1)C(C(=O)NCc1ccc(F)cc1)c1ncc(C(F)(F)F)cc1Cl	9%	-28%	0%	?	1	-4%	7
35	O=C(Cn1c(=O)oc2ccccc21)Nc1nc(-c2ccccc2)cs1	-1%	26%	6%	41%[activator]	-1	1%	-2
36	COc1ccccc1CNS(=O)(=O)c1csc(C(N)=O)c1	16%	26%	1%	3%	-6	2%	-3
37	COC(=O)Cc1c(C)c2ccc(OCC(=O)NCc3ccc4c(c3)OCO4)cc2oc1=O	43%[activator]	-16%	-3%	15%	10	1%	1
38	COc1ccc(Br)cc1/C=N/N1CCN(Cc2ccccc2)CC1	?	-10%	0%	47%[activator]	-3	-8%	-1
39	COc1ccc(S(=O)(=O)N2CCN(C3CCCC(C)C3)CC2)cc1 (centres undefined)	-26%	23%	5%	?	-3	0%	-2
40	COCCNC(=O)c1cc2nc3c(c(C(F)(F)F)n2n1)CCc1ccccc1-3	-3%	64%[activator]	2%	?	10	3%	0

# Part of the list above, with one line to a screen.
[34] O=C(NCc1ccc(F)cc1)C(C(=O)NCc1ccc(F)cc1)c1ncc(C(F)(F)F)cc1Cl
[35] O=C(Cn1c(=O)oc2ccccc21)Nc1nc(-c2ccccc2)cs1
[36] COc1ccccc1CNS(=O)(=O)c1csc(C(N)=O)c1
[37] COC(=O)Cc1c(C)c2ccc(OCC(=O)NCc3ccc4c(c3)OCO4)cc2oc1=O
assay / entry	34	35	36	37
AMA1 RON2 block	9%	-1%	16%	43%[activator]
Pf growth 48h	-28%	26%	26%	-16%
TbPYK inhibitor	0%	6%	1%	-3%
Pf growth 96h	?	41%[activator]	3%	15%
Shiga inhibitor	1	-1	-6	10
LmPK inhibitor	-4%	1%	2%	1%
CHX counter	7	-2	-3	1

# (next part)
nr	smiles	AMA1 RON2 block	Pf growth 48h	TbPYK inhibitor	Pf growth 96h	Shiga inhibitor	LmPK inhibitor	CHX counter
41	COc1ccc(-n2cc(-c3ccc(OC)c(OC)c3)[nH]c2=S)cc1	79%[activator]	?	?	?	-3	?	13
42	Cc1ccc(C(=O)C(SC(C)(C)C)n2cncn2)cc1 (centres undefined)	6%	?	-3%	-4%	-5	-3%	-3
43	O=S(=O)(NCC1CCCO1)c1cccc(S(=O)(=O)N2CCCC2)c1 (centres undefined)	0%	-6%	7%	.	-3	0%	-2
44	COC(=O)C1=C(NC(=O)c2ccccc2[N+](=O)[O-])CCS1	-28%	-15%	6%	-8%	-9	8%	9
45	CC1=C(OC(=O)c2ccc(Br)cc2)C(C)(C)C(c2ccccc2)OC1=O (centres undefined)	11%	.	-6%	-17%	6	1%	-3
46	COc1ccc(CNC(=O)C2CCN(c3nn4c(=O)cc(C)nc4s3)CC2)cc1	5%	-13%	6%	?	-2	-10%	-4
47	COCCn1c(-c2ccc(Br)cc2)csc1=Nc1cccnc1	?	?	-3%	?	2	9%	-1
48	O=C(NNc1cccc(Cl)n1)c1cccnc1Cl	33%[activator]	12%	0%	38%[activator]	11	2%	7

# Other entries follow.
nr	smiles	AMA1 RON2 block	Pf growth 48h	TbPYK inhibitor	Pf growth 96h	Shiga inhibitor	LmPK inhibitor	CHX counter
49	O=c1c(N2CCOCC2)c(N2CCOCC2)c1=O	3%	36%	0%	-19%	-5	5%	-2
50	CCOC(=O)c1nn(-c2ccc(Cl)cc2C)ccc1=O	22%	-1%	-1%	-8%	-9	-5%	-3
51	COc1ccc2cc(C(=O)O)n(CC(=O)c3ccccc3)c2c1	-9%	18%	2%	?	-10	5%	-2
52	Cc1nc2nc(SCC(=O)NCCCN3CCCCCC3)nn2c(C)c1Cc1ccccc1	-23%	0%	0%	-29%	-8	1%	-6
53	CCCc1cc(C(=O)OC)c(NC(=O)c2cc(C)on2)s1	11%	-16%	3%	?	-6	1%	1
54	CCOC(=O)CC(=O)CSc1nc2ccccc2c(=O)n1-c1ccc(C(=O)N2CCOCC2)cc1	8%	1.7µM*	4%	.	-5	-2%	-5
55	COCCNC(=O)C(c1ccc(C)o1)N(C(=O)c1snc(C(N)=O)c1N)c1cc(C)cc(C)c1 (centres undefined)	-1%	?	-9%	.	43	0%	-1
56	c1ccc(C2=Nn3c(nnc3-c3ccccn3)SC2)cc1	-15%	.	-20%	-43%	-13	-2%	7

# Later entries
nr	smiles	AMA1 RON2 block	Pf growth 48h	TbPYK inhibitor	Pf growth 96h	Shiga inhibitor	LmPK inhibitor	CHX counter
57	COCC(C)NCc1ccc(C)cc1C (centres undefined)	-4%	16%	-5%	3%	2	-3%	1
58	COC(=O)C1C(=O)c2c([nH]c(C(=O)OCC3CCCO3)c2C)CC1C (centres undefined)	13%	90%[activator]	1%	?	58*	3%	23*
59	COc1ccc(C(C)=O)cc1Cc1c(O)[nH]c(=S)[nH]c1=O	-4%	.	?	24%	-5	5%	-2
60	COc1cc(CNC2CCC(C)C2)cc(OC)c1 (centres undefined)	9%	-4%	0%	.	-11	1%	-1
61	Cc1c(Cl)cccc1NC(=S)NCc1ccco1	-9%	-6%	-5%	0%	-7	4%	2
62	CCN(CC)C(=O)CSc1nnc(-c2ccncc2)n1N	6%	-9%	1%	15%	-8	1%	1
